Screening data (PubChem BioAssay)
WRN helicase inh – qHTS for Inhibitors of WRN Helicase; Bifunctional 3'-5' exonuclease/ATP-dependent helicase WRN (Homo sapiens), Q14191; WRN helicase unwinding, fluorescent forked duplex, kinetic; Potency, µM (doses to about 114 µM), for the others: at the highest dose activity change, negative = inhibition, most hits filed as inhibitors; hit rate 0.46% among 360,000; AID 651768, 2012; also: potency is read from the fitted curve at half-maximal effect; % is scaled to controls: 0 for no effect and ±100 for the full control effect; nearly all actives have a fitted effect of over 55% in size
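Primary qHTS, 1536-well format. 20 nM WRN + compound, 15 min RT; start with 100 nM forked fluorophore/quencher duplex, 2 mM ATP (final); kinetic read ex 525/em 598 nm.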
CCT chaperon mod – High-Throughput Screening for Modulators of Cytosolic Chaperonin Activity. purified chaperonin ATPase assay, HTRF ADP detection, 30 min. activity change, % (test concentration not listed), hits read low. hit rate 0.3% among 360,000. AID 651819, 2012; in the data active = activity change below about -30%; also: % is scaled to controls: 0 for no effect and ±100 for the full control effect
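Nucleotide hydrolysis assay: TRiC at 20–40 nM final (set by batch activity) with 10 uM ATP, 30 min at 37 °C, in presence of 76 uM compound. Detection by competitive ADP HTRF, 30 min ambient.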
EPAC1 antag – qHTS for Antagonist of cAMP-regulated guanine nucleotide exchange factor 3 (EPAC1): primary screen. EPAC1 GEF assay, Rap1b-BODIPY-GDP exchange fluorescence. Potency, µM (highest dose often 115 µM), inactives show top-dose activity change, negative = inhibition, usual class: inhibitors. hit rate 0.14% among 360,000. Rap guanine nucleotide exchange factor 3 (Homo sapiens), O95398;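 also: potency is read from the fitted curve at half-maximal effect; plate controls were vehicle for no effect and positive control for full effect; nearly all actives have a fitted effect of over 50% in size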
Target sequence (O95398 whole entry, looked up): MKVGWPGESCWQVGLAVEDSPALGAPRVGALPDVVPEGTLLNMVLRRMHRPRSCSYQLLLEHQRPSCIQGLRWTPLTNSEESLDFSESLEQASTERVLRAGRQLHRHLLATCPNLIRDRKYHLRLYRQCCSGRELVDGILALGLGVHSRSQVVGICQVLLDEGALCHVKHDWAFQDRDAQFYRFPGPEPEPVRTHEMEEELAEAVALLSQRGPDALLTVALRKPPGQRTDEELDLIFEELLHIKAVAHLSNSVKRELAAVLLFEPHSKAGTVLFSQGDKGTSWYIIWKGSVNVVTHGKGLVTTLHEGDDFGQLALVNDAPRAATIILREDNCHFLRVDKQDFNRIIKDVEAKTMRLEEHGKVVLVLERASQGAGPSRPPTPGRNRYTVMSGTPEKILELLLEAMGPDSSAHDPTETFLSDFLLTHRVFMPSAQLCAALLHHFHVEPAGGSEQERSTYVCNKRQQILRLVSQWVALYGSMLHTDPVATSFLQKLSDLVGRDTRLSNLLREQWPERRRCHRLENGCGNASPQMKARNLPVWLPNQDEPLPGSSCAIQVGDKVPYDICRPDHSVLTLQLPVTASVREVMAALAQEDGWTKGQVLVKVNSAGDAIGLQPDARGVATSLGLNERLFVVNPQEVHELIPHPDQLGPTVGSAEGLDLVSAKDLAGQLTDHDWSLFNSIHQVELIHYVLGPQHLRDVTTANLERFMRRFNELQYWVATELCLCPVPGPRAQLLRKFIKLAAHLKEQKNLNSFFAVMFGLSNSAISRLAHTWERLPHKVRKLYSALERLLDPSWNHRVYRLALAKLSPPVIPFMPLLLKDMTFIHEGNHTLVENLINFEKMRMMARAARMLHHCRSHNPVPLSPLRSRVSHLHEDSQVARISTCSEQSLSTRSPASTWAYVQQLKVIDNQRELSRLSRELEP
IL-2 act – qHTS of IL-2 Activators; IL-2 activation reporter assay, cell-based qHTS; stimulated with anti-CD3/CD4/CD28 beads; in transgenic mouse T cells; activation, % (series mostly up to about 46 µM); hit rate 0.065% among 360,000; in the data active = activation above about 50%; inconclusive = mostly about 30% to 49%; also: 0% is about no effect
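Readout is EGFP and DsRed signal by fluorescent plate cytometry after 18 h at 37 degrees C. Transgenic mouse T cells (750/well) received compound for 60 min before bead stimulation (anti-CD3, anti-CD4, anti-CD28); memory T cells served as non-tolerant control.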
PLK1 PBD block – qHTS for Inhibitors of PLK1-PDB (polo-like kinase 1 - polo-box domain): Primary Screen. Serine/threonine-protein kinase PLK1 (Homo sapiens), P53350. AID 720504, 2013. hit rate 2.8% among 360,000. Plk1 PBD binding of FITC phosphopeptide, fluorescence polarization. Potency, µM, without a hit: max response, negative = inhibition, usual class: inhibitors; also: potency is read from the fitted curve at half-maximal effect; series mostly up to about 57 µM; % is scaled to controls: 0 for no effect and ±100 for the full control effect; nearly all actives have a fitted effect of over 65% in size
EPAC1 ag – qHTS for Agonist of cAMP-regulated guanine nucleotide exchange factor 3 (EPAC1): primary screen; Rap guanine nucleotide exchange factor 3 (Homo sapiens), O95398; EPAC1 agonist qHTS, biochemical assay; response scale: 100% = response to 6.5 mM cAMP; AID 720707, 2013; hit rate 0.073% among 360,000; Potency, µM (titrated, usually from 154 µM), for the others: top-dose activation, most hits filed as activators; also: potency is read from the fitted curve at half-maximal effect; nearly all actives have a fitted effect of over 60% in size
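Normalized to 6.5 mM cAMP, activity reflects EPAC1-catalysed release of BODIPY-GDP from Rap1B, followed kinetically over 30 min at 480 nm excitation, 540 nm emission. Reaction contained 100 nM EPAC1, 250 nM Rap1B-BODIPY-GDP, 50 uM GDP.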
PI5P4K alpha inh – qHTS for Inhibitors of phosphatidylinositol 5-phosphate 4-kinase (PI5P4K). AID 652105, 2013. max response, %. PI5P4Kalpha enzyme, ADP-Glo luminescence, 60 min; hits give low values. Phosphatidylinositol 5-phosphate 4-kinase type-2 alpha (Homo sapiens), P48426. hit rate 1.2% among 330,000; active = max response of -50% or lower; inconclusive = between -30% and -50%; inactive = -30% or higher; also: value at the top dose of about 77 µM; % is scaled to controls: 0 for no effect and ±100 for the full control effect
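ADP-Glo luminescence end-point after a 60 min room-temperature kinase reaction. PI5P4Kalpha and substrate in HEPES pH 7.4 buffer with EGTA, 0.1% CHAPS and 5% DMSO; ATP at 5 microM final.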
EPAC2 ag – qHTS for Agonist of cAMP-regulated guanine nucleotide exchange factor 4 (EPAC2): primary screen; Rap guanine nucleotide exchange factor 4 (Homo sapiens), Q8WZA2; EPAC2 activation, biochemical qHTS; response scale: 100% = 6.5 mM cAMP response; Potency, µM (series often up to 154 µM), for inactives: top-dose activation, hits mostly activators; hit rate 0.079% among 360,000; AID 720711, 2013; also: potency is read from the fitted curve at half-maximal effect; nearly all actives have a fitted effect of over 50% in size
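EPAC2 (100 nM) mixed with Rap1B loaded with BODIPY-GDP (250 nM) plus 50 uM unlabeled GDP; compounds pinned in, 5 min RT, then read every 5 min for 30 min (ex 480, em 540 nm). Normalized to cAMP control.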
Starred values were filed as active, the others as inactive; ? = inconclusive; nt = not tested or not shown; [ ] = remark or other dose. Unless noted, calls follow the shape of the dose curve; as a rule, active = well fitted curve in the direction sought with a large enough effect; inconclusive = small, poorly fitted or top-dose-only effect, or another doubt; inactive = no such curve, though single readings can be large; an effect the other way counts as inactive or inconclusive. Not all compounds are listed (hit frequency here may not be typical).

1. COc1cccc2c1[C@@H]1CN(CCCCn3c(=O)[nH]c4c(sc5ncc(-c6ccccc6)nc54)c3=O)C[C@@H]1CO2
2. CC(C)C[C@@H](CNCC(=O)[C@H](Cc1ccccc1)NC(=O)c1[nH]cnc1C(=O)N[C@@H](C)CN)NC(=O)c1nc[nH]c1C(=O)N[C@@H](CC(=O)O)C(=O)O
3. O=C(NCCCN1CCOCC1)c1ccc(CS(=O)(=O)c2ccc(Br)cc2)o1
4. C[C@H](CO)N1C[C@H](C)[C@@H](CN(C)Cc2ccc(-c3ccccc3)cc2)OCc2cnnn2CCCC1=O
5. CC(C)[C@H](NC(=O)c1cc2cc(Cl)ccc2n1C)C(=O)N[C@@H](C(=O)O)c1ccccc1
6. Cn1c(=O)oc2cc(S(=O)(=O)NCCC(=O)N3CCN(c4ccccc4F)CC3)ccc21
7. CC1=CC(=C(C#N)C#N)C=C(C)N1CCN1CCN(C(=O)Nc2cccc(Cl)c2)CC1
8. CCN(C)C1CN(Cc2cn(CCCC(=O)OC)nn2)S(=O)(=O)C1 (stereo unspecified)
assay / entry | 1 | 2 | 3 | 4 | 5 | 6 | 7 | 8
WRN helicase inh | -10% | -1% | -9% | -8% | 1% | -3% | -2% | -8%
CCT chaperon mod | 1.0 | 0.4 | 0.8 | -0.1 | -1.6 | 1.8 | 1.8 | -2.1
EPAC1 antag | -5% | -6% | ? | 0% | -5% | 7% | -19% | 2%
IL-2 act | 0.0 | -0.4 | 1.4 | 1.6 | -1.6 | 0.5 | 1.6 | 0.4
PLK1 PBD block | -7% | -8% | -6% | 2% | -13% | 3% | 2% | 1%
EPAC1 ag | -13% | -17% | -14% | 2% | 2% | 6% | -6% | 5%
PI5P4K alpha inh | 5 | -9 | -1 | -2 | 3 | -1 | 1 | 2
EPAC2 ag | 7% | 1% | 2% | 3% | -4% | 6% | -1% | 2%

9. COc1ccc(NC(=O)c2c[nH]n3c(=O)cc(C4CCN(C(=O)OC(C)(C)C)CC4)nc23)cc1Cl
10. COc1cc(NC(=O)CSc2nc3[nH]c(=O)cc(O)c3s2)cc(OC)c1OC
11. Cc1ccc(C)c(Nc2c(F)c(F)c(F)c(F)c2C(=O)O)c1
12. Cc1cc(C)cc(C(=O)Oc2cc(C)[nH]c(=O)c2[N+](=O)[O-])c1
13. CCOC(=O)N1CCC(NS(=O)(=O)c2ccc(C)c(Cl)c2)CC1
14. Cc1ccc2cccc(OC(=O)/C=C\c3ccccc3)c2n1
15. COc1ccccc1NS(=O)(=O)c1cccc(C(=O)N/N=C/c2ccc([N+](=O)[O-])o2)c1
16. CN1CCN(C(=O)c2ccc(NS(=O)(=O)c3cccc([N+](=O)[O-])c3)cc2)CC1
assay / entry | 9 | 10 | 11 | 12 | 13 | 14 | 15 | 16
WRN helicase inh | -5% | -5% | ? | 1% | -4% | -6% | -2% | 0%
CCT chaperon mod | -2.3 | 1.6 | 1.0 | 1.2 | -1.9 | -0.4 | 2.5 | -0.1
EPAC1 antag | -4% | -24% | -15% | 2% | -10% | 3% | 19% | 8%
IL-2 act | -0.1 | 0.3 | 1.1 | 0.0 | -1.9 | 0.6 | -6.7 | -0.2
PLK1 PBD block | 24µM* | -1% | -6% | -4% | -1% | -4% | -11% | -30%
EPAC1 ag | 14% | 0% | 2% | 2% | 2% | 10% | 2% | 13%
PI5P4K alpha inh | 2 | -5 | 5 | -4 | -1 | 0 | -13 | -7
EPAC2 ag | 6% | 3% | 5% | 5% | 3% | 11% | 3% | 11%

17. CCCOc1ccc(C(=O)Nc2ccc(S(=O)(=O)Nc3cc(C)nc(C)n3)cc2)cc1
18. O=c1c2sc3nc(N4CCOCC4)c4c(c3c2ncn1-c1ccccc1)CCCC4
19. O=C1NC(c2ccccc2)(C(F)(F)F)C(=O)N1Cc1cccnc1 (stereo unspecified)
20. O=Cc1cc([N+](=O)[O-])ccc1N1CCN(Cc2ccc3c(c2)OCO3)CC1
21. COc1ccc(-c2nn(C)c(=O)c3ccccc23)cc1CNS(C)(=O)=O
22. CC(C)C(=O)Nc1nnc(S(=O)(=O)N(C)c2ccc(Cl)cc2)s1
23. Cc1ccc(SCCC(=O)N2CCOCC2)cc1
24. O=C(CSc1ncnc2scc(-c3ccccc3)c12)N1CCN(Cc2ccc3c(c2)OCO3)CC1
assay / entry | 17 | 18 | 19 | 20 | 21 | 22 | 23 | 24
WRN helicase inh | 6% | -1% | -2% | -3% | 3% | 8% | -6% | -10%
CCT chaperon mod | 1.7 | 2.4 | -1.7 | -2.2 | -0.1 | 1.7 | -2.1 | -2.6
EPAC1 antag | 3% | -16% | -14% | -7% | -26% | 9% | 3% | 14%
IL-2 act | 0.4 | -0.5 | 0.0 | -0.7 | 0.9 | 6.6 | -0.3 | 0.4
PLK1 PBD block | -2% | -7% | -8% | -14% | -8% | 6% | -9% | -15%
EPAC1 ag | -8% | 10% | 7% | 20% | -3% | -7% | 8% | 6%
PI5P4K alpha inh | 3 | 3 | 12 | -1 | -4 | -1 | nt | ?
EPAC2 ag | 0% | 7% | -3% | 3% | 4% | -3% | 4% | 0%

25. CC(NC(=O)CNC(=O)c1cccs1)c1cccc(C(F)(F)F)c1 (stereo unspecified)
26. COC1=C(Nc2ccc(O)cc2)C(=O)c2ccccc2C1=O
27. O=C(COC(=O)c1ccc2c(c1)OCO2)NCc1ccc(Cl)cc1
28. O=C(Nc1ccc2ccccc2c1)c1ccccc1Cl
29. N#Cc1ccccc1OCC(=O)N1CCc2ccccc2C1
30. COCC(=O)Nc1nnc(-c2ccc(C(C)(C)C)cc2)s1
31. C/C(=N\Nc1ncc(Br)cn1)c1cccc([N+](=O)[O-])c1
32. COC(=O)C(CC(C(=O)OC)C(=O)OC)C(=O)OC
assay / entry | 25 | 26 | 27 | 28 | 29 | 30 | 31 | 32
WRN helicase inh | 1% | -16% | -6% | 10% | -6% | -3% | 2% | -20%
CCT chaperon mod | -1.3 | -1.0 | 0.2 | 1.3 | 2.0 | -2.2 | -2.6 | -1.0
EPAC1 antag | -14% | ? | 8% | -1% | 5% | -3% | -13% | -22%
IL-2 act | 0.2 | 1.2 | -2.9 | -0.2 | 2.9 | -2.6 | -0.5 | -1.5
PLK1 PBD block | -2% | -11% | -12% | 1% | -5% | -14% | 5% | -4%
EPAC1 ag | -5% | -2% | -4% | 7% | 6% | 4% | 8% | 6%
PI5P4K alpha inh | -3 | -14 | -4 | 2 | 2 | 1 | -5 | 5
EPAC2 ag | -8% | 4% | 2% | 7% | 0% | 8% | 14% | 6%

33. CCOC(=O)CSc1nnc(CCCCCN2C(=O)c3cccc4cccc(c34)C2=O)o1
34. C=C(C)CNC(=S)NNC(=O)c1ccco1
35. O=c1[nH]cc(S(=O)(=O)c2ccccc2)[nH]1
36. COCCN1C(=O)c2cc(C(=O)Nc3cccc(F)c3)ccc2C1Nc1cccc(F)c1 (stereo unspecified)
37. O=C(CSc1nnc(CNC(=O)c2cccs2)o1)NCCc1ccccc1
38. COc1cc2ncnc(Nc3ccc4c(c3)OCO4)c2cc1OC
39. COc1cccc(C2c3c(oc4ccccc4c3=O)C(=O)N2CCCN2CCOCC2)c1 (stereo unspecified)
40. CCOc1ccc(NC(=O)COc2nsnc2N2CCCCC2)cc1
assay / entry | 33 | 34 | 35 | 36 | 37 | 38 | 39 | 40
WRN helicase inh | -5% | -4% | 3%[57.1 µM] | 4% | -8% | -10% | 10% | 15%
CCT chaperon mod | -0.1 | 2.9 | -0.2 | -0.4 | 2.0 | -3.8 | -3.5 | -0.5
EPAC1 antag | 2% | 5% | -13% | -6% | -5% | 1% | 6% | 16%
IL-2 act | 0.4 | 0.8 | -0.5 | -0.6 | -1.8 | -2.7 | -0.1 | -2.4
PLK1 PBD block | -2% | 0% | 30µM* | -5% | -3% | 5% | -11% | -14%
EPAC1 ag | 14% | 4% | 12% | -7% | 0% | -7% | -1% | 0%
PI5P4K alpha inh | 9 | nt | -15 | -7 | -1 | -9 | 1 | nt
EPAC2 ag | -1% | 10% | 2% | 2% | 2% | -2% | 9% | -5%

41. Cc1ccc(NC(=O)CCC(=O)N/N=C/c2coc3ccc(F)cc3c2=O)cc1
42. Cc1ccc(/C=C/C(=O)O)cc1S(=O)(=O)N1CCc2ccccc21
43. O=[N+]([O-])c1cccc(/C=N\N2CCN(Cc3ccccc3Cl)CC2)c1
44. O=C(O)CC(C(=O)Nc1ccc(Cl)cc1)N1CCCCCC1 (stereo unspecified)
45. CN(C)C(=O)C[n+]1ccc(C(N)=O)cc1
assay / entry | 41 | 42 | 43 | 44 | 45
WRN helicase inh | -7% | -5%[57.1 µM] | -12% | 4% | 5%
CCT chaperon mod | -4.2 | -1.5 | 1.4 | -0.6 | -0.9
EPAC1 antag | -24% | 5% | -11% | 0% | -10%
IL-2 act | 2.8 | -2.2 | -1.9 | -1.3 | 0.7
PLK1 PBD block | -6% | -7% | -1% | -9% | -10%
EPAC1 ag | -1% | -4% | 7% | 9% | -2%
PI5P4K alpha inh | -24 | -76* | 8 | 2 | -1
EPAC2 ag | -1% | 6% | 6% | 0% | 11%

Three structures from above, ordered by formula weight, lowest first:
45. CN(C)C(=O)C[n+]1ccc(C(N)=O)cc1
44. O=C(O)CC(C(=O)Nc1ccc(Cl)cc1)N1CCCCCC1 (stereo unspecified)
43. O=[N+]([O-])c1cccc(/C=N\N2CCN(Cc3ccccc3Cl)CC2)c1
assay / entry | 45 | 44 | 43
WRN helicase inh | 5% | 4% | -12%
CCT chaperon mod | -0.9 | -0.6 | 1.4
EPAC1 antag | -10% | 0% | -11%
IL-2 act | 0.7 | -1.3 | -1.9
PLK1 PBD block | -10% | -9% | -1%
EPAC1 ag | -2% | 9% | 7%
PI5P4K alpha inh | -1 | 2 | 8
EPAC2 ag | 11% | 0% | 6%
